High-throughput results as filed in PubChem BioAssay.
Mdm2-MdmX inh = inhibitors of human Mdm2-MdmX association, primary screen, cell-based, luminescence, split luciferase, SaOS-2, uHTS; 330,000 compounds, 3% hits; AID 485346, 2010; inhibition, % at 8 µM; SaOS-2 split-luciferase Mdm2/MdmX complementation;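 active = inhibition of at least 50% at 8 µM in the primary screen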
APJ agonist = agonists of human apelin receptor APJ, primary screen, CHO-K1 cells, PathHunter beta-arrestin, luminescence. 0% DMSO wells, 100% apelin. P35414. AID 2520, 2010. 330,000 compounds, 0.11% hits. activation, % at 20 µM;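 active = activation more than six SD over the plate average, tested at 20 µM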;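 also: 0% = DMSO alone and 100% = apelin-13 at 10 nM; some results filed as inactive read as strong as hits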
Target sequence (P35414 whole entry, looked up): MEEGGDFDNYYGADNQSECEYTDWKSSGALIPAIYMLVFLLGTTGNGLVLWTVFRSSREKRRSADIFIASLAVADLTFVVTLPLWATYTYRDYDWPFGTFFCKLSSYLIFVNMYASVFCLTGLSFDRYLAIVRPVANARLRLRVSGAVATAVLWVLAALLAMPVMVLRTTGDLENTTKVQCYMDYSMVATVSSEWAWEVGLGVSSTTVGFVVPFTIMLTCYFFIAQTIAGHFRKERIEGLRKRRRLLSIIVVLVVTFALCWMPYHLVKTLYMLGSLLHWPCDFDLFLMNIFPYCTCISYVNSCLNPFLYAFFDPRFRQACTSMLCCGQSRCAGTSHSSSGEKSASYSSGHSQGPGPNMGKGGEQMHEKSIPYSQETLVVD
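Test system: CHO-K1 APJ beta-arrestin complementation cell line | Compound: Single test compound dose, 20 µM final, 1% DMSO | Incubation: Compound 90 min 25 °C, reagent 1 h | Measured by: beta-gal luminescence | Read-out basis: APJ–arrestin association signal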
UPR CHOP act = activators of apoptotic CHOP UPR arm, primary screen, cell-based, CHO-CHOP luciferase reporter, luminescence, uHTS. 330,000 compounds, 0.34% hits. UPR activation; percent of tunicamycin response over DMSO baseline. activation, % at 10 µM;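 active = at 10 µM dose, activation of 40% or more, normalized to positive control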;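 also: 100% = tunicamycin at 10 µg/mL and 0% = DMSO alone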
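Assay system: CHO cells with stable CHOP pathway luciferase reporter; Buffer or medium: F12 plus 10% serum; Times: 16-18 h cell attachment, then 6 h compound exposure, 37 °C; Signal: luciferase luminescence; Read-out basis: percent activation relative to tunicamycin control; Control set: tunicamycin high control, DMSO low control.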
NLRP3 yeast inh = NALP3 inflammasome inhibitors in reconstituted yeast, primary screen, luminescence, uHTS. inhibition, % at 10 µM. 330,000 compounds, 0.39% hits. Yeast reconstituted NLRP3/ASC/caspase-1, beta-gal luminescence, 24 h;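 active = inhibition of 50% or more; inactive = inhibition below 50%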;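 also: plate controls were induced DMSO wells for no effect and uninduced yeast grown without galactose for full effect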
XBP1 UPR activ = activators of adaptive XBP1 UPR arm, primary screen, cell-based, CHO-XBP1 luciferase reporter, luminescence, uHTS; IRE1-XBP1 UPR activation; percent of tunicamycin response, DMSO as zero; activation, % at 20 µM; 330,000 compounds, 0.33% hits;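 active = versus positive control, 20 µM dose yields 30% or more activation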;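 also: 100% = tunicamycin at 10 µg/mL and 0% = DMSO only wells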
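assay system = CHO-XBP1 luciferase reporter cells | amount = 1000 cells/well | buffer or medium = F12 plus 10% FBS | compound dosing = single point, 20 µM final compound, 1% DMSO | incubation = 16-18 h cell attachment at 37 °C, then 6 h compound exposure | detection = Steady-Glo luminescence read | controls = tunicamycin 10 µg/mL and vehicle-only wells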
TIM10 inh = growth inhibitors of isogenic TIM10 control yeast, primary screen, counter-screen for tim10-1 yeast inhibitor project, luminescence, uHTS | 330,000 compounds, 1.4% hits | AID 463195, 2010 | inhibition, % at 10 µM | S. cerevisiae TIM10 strain growth, BacTiter-Glo luminescence, 24 h;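 active = inhibition of 40% or more at the single tested concentration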;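 also: wild-type TIM10 isogenic control strain grown at permissive 25 °C; 0% = DMSO yeast wells and 100% = minimal medium wells without yeast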
tim23-1 inh = growth inhibitors of tim23-1 mutant yeast, primary screen, luminescence, uHTS; inhibition, % at 20 µM; S. cerevisiae tim23-1 growth, BacTiter-Glo luminescence, 24 h; 330,000 compounds, 1.3% hits;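 active = growth inhibition of the mutant yeast at or above 50%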;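 also: temperature-sensitive mutant grown at 25 °C; plate controls were DMSO-treated mutant yeast for no effect and medium wells lacking yeast for full effect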
tim10-1 inh = growth inhibitors of tim10-1 mutant yeast, primary screen, luminescence, uHTS | S. cerevisiae tim10-1 ts strain growth, BacTiter-Glo, 24 h | inhibition, % at 20 µM | 330,000 compounds, 2.2% hits | AID 463190, 2010;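 active = inhibition of at least 40%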;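 also: mutant grown at 25 °C; 0% = DMSO wells with yeast and 100% = wells holding no yeast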
NR3A LBD binder = binders of NR3A ligand-binding domain, primary screen, biophysical, differential scanning fluorimetry, uHTS; 340,000 compounds, 2.5% hits; AID 1259313, 2017; Glutamate receptor ionotropic, NMDA 3A (GRIN3A) ligand-binding domain; Tm shift relative to glycine control, % at 25 µM; NR3A LBD differential scanning fluorimetry, Tm shift; 0% = protein alone, 100% = glycine-bound protein;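 active = melting temperature shift of at least 10% of the positive control shift, at one fixed dose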
* marks the source's active call; other numbers are inactive results. This is a random part of the collection (roughly 8.2% active in at least one column).

SMILES | Mdm2-MdmX inh | APJ agonist | UPR CHOP act | NLRP3 yeast inh | XBP1 UPR activ | TIM10 inh | tim23-1 inh | tim10-1 inh | NR3A LBD binder
CCS(=O)(=O)c1ccc(O)c(NC(=O)Nc2ccccc2)c1 | 16 | 4 | -2.1 | 3 | 2 | 16 | 22 | 3 | -8
CCOC(=O)C(C)n1nc(C)c2sc3ccccc3c2c1=O (stereo unspecified) | 12 | -1 | 0.8 | 10 | -1 | -3 | 31 | 35 | -1
CCCNC(=O)CSc1n[nH]c(=O)n1CCc1ccccc1 | -12 | -2 | 0.9 | 23 | 8 | -2 | 3 | 14 | 0
Cc1ccc(N(CC(=O)Nc2cc(C)cc(C)c2)S(=O)(=O)c2c(C)noc2C)cc1 | 32 | 1 | -0.4 | 12 | -3 | 29 | 28 | 36 | 0
O=C(NCc1ccc(Cl)cc1)c1cccc(NC2=NC3CS(=O)(=O)CC3S2)c1 (stereo unspecified) | -24 | 1 | -0.6 | 7 | 1 | 1 | 8 | 7 | 1
CCCOC(=O)c1ccc(Nc2nc(C)cc(=O)[nH]2)cc1 | 11 | -5 | 1.3 | 8 | 12 | -5 | 3 | 3 | -4
COc1ccc(-n2c(C)cc(C(=O)CN3C(=O)NC4(CCCc5sccc54)C3=O)c2C)cc1 (stereo unspecified) | 44 | -7 | -1.5 | 7 | -1 | 40 | 12 | 23 | -2
CC(Oc1ccccc1)C(=O)N/N=C/c1ccccn1 (stereo unspecified) | -1 | -2 | -1.0 | -5 | 2 | -2 | -1 | 7 | 0
CC(=O)c1c(C)nc(-c2ccc(OCC(=O)Nc3ccc(F)cc3)cc2)n1O | -11 | -1 | -1.4 | 6 | 1 | 10 | 14 | -7 | -1
COCC1CCN(C(=O)C2CCC(=O)N(Cc3ccc(Cl)cc3)C2)CC1 (stereo unspecified) | 38 | -1 | 1.2 | 11 | -4 | 4 | 10 | 6 | 1
COc1cc2nc(CN3CCN(C(C)=O)CC3)[nH]c(=O)c2cc1OC | -10 | -1 | -1.0 | 2 | -2 | -10 | 11 | -4 | -1
O=C(COc1ccc(F)cc1)N(Cc1cccc(Br)c1)C1CCS(=O)(=O)C1 (stereo unspecified) | 14 | 0 | 0.3 | 11 | -4 | 5 | 10 | -5 | 3

Next section (two carried over from the part before).
SMILES | Mdm2-MdmX inh | APJ agonist | UPR CHOP act | NLRP3 yeast inh | XBP1 UPR activ | TIM10 inh | tim23-1 inh | tim10-1 inh | NR3A LBD binder
COc1cc2nc(CN3CCN(C(C)=O)CC3)[nH]c(=O)c2cc1OC | -10 | -1 | -1.0 | 2 | -2 | -10 | 11 | -4 | -1
O=C(COc1ccc(F)cc1)N(Cc1cccc(Br)c1)C1CCS(=O)(=O)C1 (stereo unspecified) | 14 | 0 | 0.3 | 11 | -4 | 5 | 10 | -5 | 3
CC(=O)c1c(C)[nH]c(C(=O)Nc2ccc3c(c2)OCCO3)c1C | -93 | 3 | 0.9 | 18 | -4 | 23 | -3 | 25 | 0
CCN(CC)CCN1C2=C(C(=O)CC(C)(C)C2)C(c2cccc(F)c2)C2=C1CC(C)(C)CC2=O | 21 | 2 | 0.3 | 9 | -1 | -9 | -2 | -7 | 5
CN(CC(=O)NCc1ccco1)S(=O)(=O)c1ccc2c(c1)n(C)c(=O)c(=O)n2C | 13 | -3 | 1.5 | -5 | 0 | 8 | -10 | 9 | 1
COc1ccc(CCNC(=O)C2CCN(C(=O)c3ccc(F)cc3)CC2)cc1OC | 5 | 1 | 1.6 | 5 | -5 | -3 | 22 | 14 | 1
COc1cccc(C(=O)C2CCCN(Cc3cn(CC(N)=O)c4ccccc34)C2)c1 (stereo unspecified) | 3 | -1 | -1.4 | 5 | 0 | -1 | 17 | 17 | 2
CC(c1ccccn1)N(CCN(C)C)C(=S)Nc1cccc(F)c1 (stereo unspecified) | 1 | -2 | -1.6 | 0 | 2 | -16 | 20 | 22 | 2
O=C(C1=C(O)C(=O)N(CCN2CCOCC2)C1c1cccc(Br)c1)c1cccs1 (stereo unspecified) | 1 | -2 | -0.3 | 10 | -4 | -12 | 4 | -7 | 2
CCOC(=O)c1oc2ccccc2c1CN1CCOCC1 | -14 | -4 | -1.0 | 2 | 3 | -10 | 15 | 10 | -3
COc1ccccc1NC(=O)Cc1cccs1 | -10 | 2 | -1.1 | -17 | 2 | 2 | 33 | 5 | 0
COc1ccc(C(=O)C2CCCN(S(=O)(=O)c3cccnc3)C2)c(C)c1 (stereo unspecified) | 31 | -2 | -2.9 | -5 | -2 | -11 | 29 | -5 | -2
O=c1c(Cc2ccccc2)c(O)ccn1C1CCCCCCC1 | 10 | -5 | 2.3 | 21 | 1 | 37 | 35 | 20 | -2
COc1ccc(CC(=O)NNC(=O)c2ccccc2)cc1OC | -23 | 1 | 0.1 | 6 | 0 | 4 | 9 | 4 | -1
O=C(NCCc1ccc(Cl)cc1Cl)c1ccc2nc[nH]c2c1 | 13 | 1 | -1.1 | 7 | -4 | -10 | -15 | 3 | -5
Cc1cc(NS(=O)(=O)c2ccc(NC(=O)CCSc3ccc(F)cc3)cc2)nc(C)n1 | 27 | -5 | 0.8 | 16 | 1 | 2 | 5 | 5 | 1
Cc1noc(C)c1S(=O)(=O)N(C)C[C@H]1Oc2c(NC(=O)NC3CCCCC3)cccc2C(=O)N([C@H](C)CO)C[C@@H]1C | 26 | -3 | 1.1 | 2 | -2 | -6 | -4 | -12 | 1
Cc1cc(C)n(-c2ccc(C(=O)NCC(c3ccco3)N3CCCC3)cc2)n1 (stereo unspecified) | -15 | -1 | 0.0 | 15 | -4 | -2 | 2 | 7 | 1
O=C(CCCCCN1C(=O)c2cccc3cccc(c23)C1=O)NCCCO | 19 | 0 | -2.1 | 27 | 0 | -8 | -2 | -13 | -2
Cc1ccc(C(=O)Nc2ccc(N3CCOCC3)c3nonc23)cc1[N+](=O)[O-] | 45 | -1 | 1.9 | 19 | 6 | -27 | -10 | -28 | -2
COC(=O)c1c(NC(=O)C2CC=CCC2C(=O)O)sc(C(N)=O)c1C (stereo unspecified) | 9 | -1 | -0.4 | 8 | 0 | 8 | 15 | 12 | 0
O=C(NCc1cccnc1)c1ccc(-c2cc3ccccc3oc2=O)cc1 | -40 | 0 | 7.5 | 13 | 4 | 12 | 2 | 14 | 5
CC1CCCCN1C(=O)CN1C(=O)NC2(CCCCC2C)C1=O (stereo unspecified) | -11 | 0 | -1.6 | 7 | 2 | 3 | 2 | -1 | -1
Cn1c(N)c(C(=O)c2ccc(Cl)cc2)c(=O)n(C)c1=O | -21 | 0 | -0.3 | -19 | -1 | -11 | 8 | 0 | -1
CC(=O)N=Nc1[nH]c(N)c2ccccc12 | 33 | -1 | -1.6 | 17 | -4 | -4 | 3 | 0 | -1
CC(=O)N1CCOc2ccc(S(=O)(=O)N3CCCC(C)C3)cc21 (stereo unspecified) | 15 | 0 | -1.2 | 9 | -2 | 0 | 5 | 15 | 2
COc1ccc(N2C(=O)CC(C)(C)CC2=O)cc1OC | 17 | -1 | -0.2 | 2 | -3 | 4 | -2 | 3 | -2
O=C(Cc1ccccc1)Nc1ccc(S(=O)(=O)N2CCCC2)cc1 | -5 | 2 | 1.6 | 8 | 0 | 11 | 6 | 24 | 3
CCOC(=O)C1=NN(c2ccc(OC)cc2)C2C(=O)N(c3ccccc3OC)C(=O)C12 (stereo unspecified) | 21 | -1 | 0.3 | 4 | -1 | -5 | 0 | -1 | 0
COc1ccc(CCNC(=O)C(=O)Nc2ccc3nc4n(c(=O)c3c2)CCCCC4)cc1OC | -37 | 1 | 1.2 | -9 | 5 | 8 | 19 | 9 | 0
CCOc1ccc(C(C)C)cc1S(=O)(=O)n1ccnc1C | 0 | -3 | -0.6 | -8 | 0 | -11 | 4 | 41* | -2
CN(C)S(=O)(=O)c1cccc(COC(=O)C2=COCCO2)c1 | 20 | -3 | 4.1 | -16 | -1 | 15 | 1 | 17 | -1
O=C(NC1CC2CCCC(C1)N2S(=O)(=O)c1ccccc1)c1ccccc1 (stereo unspecified) | 7 | -11 | 1.7 | 15 | -1 | 18 | 10 | 23 | 4
C=CCn1c(SCC(=O)Nc2ccc(C(=O)OCC)cc2)nnc1-c1sc(N)nc1C | 8 | -4 | 3.0 | 4 | 2 | -5 | 8 | -6 | 1
Cc1ccc(C)c(N=C2NC(=O)CS2)c1 | 28 | -2 | 1.5 | 2 | -5 | -3 | -8 | -16 | -1
Cc1ccc(C)c(OC(=O)CN2C(=O)c3ccccc3C2=O)c1 | 11 | 0 | 0.0 | 24 | -2 | 14 | 30 | 23 | -3
Cc1ccc(C(=O)c2ccc(N3CCN(C)CC3)c([N+](=O)[O-])c2)cc1 | 11 | -3 | 2.5 | 39 | -1 | 20 | 20 | 12 | -4
CC(C)CCn1c(SC(C)C(=O)NC2CC2)nc2ccccc2c1=O (stereo unspecified) | 16 | -4 | 0.5 | 11 | -2 | -6 | 6 | -4 | 2
Cc1ccc2cc(CN(c3ccccc3C)S(=O)(=O)c3ccccc3)c(=O)[nH]c2c1 | 17 | -1 | 4.3 | 12 | 3 | -4 | 13 | 9 | 0
CCOCCCNC(=O)Cc1ccc(Br)cc1 | 2 | -3 | 1.9 | 0 | 4 | 3 | 3 | 18 | -3
CCCCC(CC)C(=O)Nc1ccc(Cl)cn1 (stereo unspecified) | 0 | -1 | -1.2 | -8 | 2 | 14 | 28 | 24 | 1
CCN(CC)C(=O)c1c[nH]c2ccc(S(=O)(=O)Nc3cc(C)cc(C)c3)cc2c1=O | 11 | 1 | 2.5 | 9 | -2 | 11 | 5 | 4 | 1
Cc1[nH]c2ccccc2c1C(=O)C(=O)NC1CC(=O)N(c2ccc(F)cc2)C1 (stereo unspecified) | 19 | -4 | 2.6 | 9 | -2 | 8 | -13 | -12 | 1

Complete entries as entered above.
Record of Cc1ccc2cc(CN(c3ccccc3C)S(=O)(=O)c3ccccc3)c(=O)[nH]c2c1 → Mdm2-MdmX inh = 17; APJ agonist = -1; UPR CHOP act = 4.3; NLRP3 yeast inh = 12; XBP1 UPR activ = 3; TIM10 inh = -4; tim23-1 inh = 13; tim10-1 inh = 9; NR3A LBD binder = 0
Record of CCOCCCNC(=O)Cc1ccc(Br)cc1 → Mdm2-MdmX inh = 2; APJ agonist = -3; UPR CHOP act = 1.9; NLRP3 yeast inh = 0; XBP1 UPR activ = 4; TIM10 inh = 3; tim23-1 inh = 3; tim10-1 inh = 18; NR3A LBD binder = -3
Record of CCCCC(CC)C(=O)Nc1ccc(Cl)cn1 (stereo unspecified) → Mdm2-MdmX inh = 0; APJ agonist = -1; UPR CHOP act = -1.2; NLRP3 yeast inh = -8; XBP1 UPR activ = 2; TIM10 inh = 14; tim23-1 inh = 28; tim10-1 inh = 24; NR3A LBD binder = 1
